Source: PubChem BioAssay
MOR-DOR inv ag: inverse agonists of human mu-delta opioid receptor heterodimerization. cell-based MOR-DOR heterodimer luminescence, inverse agonism. inhibition, % at 9.3 µM. hit rate 0.21% among 340,000. AID 504357; in the data active means inhibition above about 22%, passing the limit was not always enough;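 further: 0% = cells with DMSO and 100% = wells without cells with DMSO; values of inactives mirror those of a sister screen read the other way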
PKA-R2B activ: activates the human PKA-R2B holoenzyme complex | P22694+P31323 | PKA-R2B holoenzyme dissociation, Cy5-IP20 fluorescence polarization; R2B truncated from residue 108, S112A mutant; 0% DMSO only, 100% 113 µM cGMP | activation, % at 11.4 µM | hit rate 0.079% among 340,000 | AID 504700;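 active means activation above a cutoff set at the mean over all compounds plus 3 SD, cut at about 18% in these data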;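 further: higher means more holoenzyme dissociation and a rise in polarization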
Target sequence (P31323 whole entry, looked up, other chains not shown, the tested form may be a part): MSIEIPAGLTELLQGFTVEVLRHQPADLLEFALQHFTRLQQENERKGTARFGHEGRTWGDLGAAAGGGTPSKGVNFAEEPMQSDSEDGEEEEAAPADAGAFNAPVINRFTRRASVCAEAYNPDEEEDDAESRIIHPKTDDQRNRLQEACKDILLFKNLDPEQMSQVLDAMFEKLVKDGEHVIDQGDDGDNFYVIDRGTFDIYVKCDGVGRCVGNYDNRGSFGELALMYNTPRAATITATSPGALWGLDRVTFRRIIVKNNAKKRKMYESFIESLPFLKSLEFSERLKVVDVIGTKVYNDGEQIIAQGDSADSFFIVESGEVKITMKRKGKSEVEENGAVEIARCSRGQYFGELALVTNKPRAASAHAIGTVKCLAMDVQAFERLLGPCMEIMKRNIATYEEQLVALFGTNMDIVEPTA
PKA-R1A act: activators of PKA-R1A complex; P00514+P68181; PKA-R1A dissociation, Cy5-IP20 fluorescence polarization; scaled: DMSO 0%, 113 µM cGMP 100%; activation, % at 11.4 µM; hit rate 0.083% among 340,000; AID 504707;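 active means percent activation above the mean of all tested compounds plus 3 SD, cut at about 19% in these data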;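 further: higher means more PKAc released from R1A so a rise in polarization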
phage Ecoli inh: E. coli growth loss with phage present | growth absorbance | inhibition, % at 11.9 µM | hit rate 0.26% among 360,000; in the data active means inhibition above about 11%
Tat transport: blocks Tat-dependent protein export in E. coli. inhibition, % at 10 µM. E. coli MC4100 TorA-mCherry Tat export, fluorescence. AID 488895. hit rate 0.036% among 340,000;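 active means mean replicate inhibition at least 50% and at least half of replicates individually reaching 50%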;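 further: exported cargo escapes ClpAP degradation while cytoplasmic cargo is degraded and loses fluorescence; 0% = median of neutral control wells and 100% = median of NaSCN control wells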
SUMO Mot1 rescue: SUMOylation pathway inhibition by Mot1-301 growth rescue | S. cerevisiae Mot1-301 growth rescue, ATP luminescence, 38.5C; percent above DMSO median, 100 means doubled | growth rescue, % at 18.8 µM | hit rate 1% among 320,000 | AID 2716;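 active means every valid replicate shows activation above 250% relative to neutral control wells; inactive means the rest, any valid replicate at or below 250%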;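 further: OY570 slx delta 5 strain wells were the positive control but not used for scaling; some compounds called inactive have numbers as strong as hits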
AddAB inh: less growth of phage-infected E. coli with AddAB | E. coli expressing H. pylori AddAB, absorbance growth | inhibition, % at 11.9 µM | hit rate 0.29% among 330,000 | AID 435030; in the data active means inhibition above about 12%;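 further: 0% = vehicle wells of infected cells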
Ecoli viability: bacterial growth inhibition, counter-screen for AddAB inhibitors | E. coli V3065 growth, OD600 absorbance, 18 h | inhibition, % at 11.9 µM | hit rate 0.27% among 330,000;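 active means inhibition above the campaign's mean inhibition across all tested compounds plus 3 SD, cut at about 9.9% in these data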;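 further: uninfected addAB+ strain grown without phage in ampicillin broth; 0% = DMSO wells and 100% = ciprofloxacin 0.95 µg/ml wells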
PfHsp90 set2: inhibits growth of yeast expressing Plasmodium falciparum Hsp90 | S. cerevisiae expressing PfHsp90, BacTiter-Glo ATP, 48 h; yeast lacking PDR1 and PDR3 efflux regulators | inhibition, % at 9.4 µM | hit rate 0.32% among 310,000 | AID 504621;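 active means every replicate shows inhibition above about 80%, whatever the replicate mean, limit read from the data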;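 further: 0% = DMSO neutral controls and 100% = 20 µM radicicol positive controls; yeast relying on Plasmodium falciparum Hsp90 in place of its own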
MOR-DOR ag: OPRM1-OPRD1 heterodimerization agonism; P35372+P41143; cells, luminescence; activation, % at 9.3 µM; hit rate 0.3% among 340,000; in the data active means activation above about 18%;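 further: 0% = vehicle-treated cells and 100% = reference agonist; values of inactives mirror those of a sister screen read the other way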
HTR5A inv ctr: counter-screen for OPRM1-OPRD1 inverse agonists: human HTR5A inverse agonism. P47898. HTR5A cell line, luminescence. inhibition, % at 9.3 µM. hit rate 0.083% among 340,000. AID 504634; in the data active means inhibition mostly above about 23%, no sharp cut-off; inactive means mostly below about 18%;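 further: 0% = cells with DMSO and 100% = no-cell wells with DMSO; some compounds called inactive have numbers as strong as hits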
Target sequence (P47898 whole entry, looked up): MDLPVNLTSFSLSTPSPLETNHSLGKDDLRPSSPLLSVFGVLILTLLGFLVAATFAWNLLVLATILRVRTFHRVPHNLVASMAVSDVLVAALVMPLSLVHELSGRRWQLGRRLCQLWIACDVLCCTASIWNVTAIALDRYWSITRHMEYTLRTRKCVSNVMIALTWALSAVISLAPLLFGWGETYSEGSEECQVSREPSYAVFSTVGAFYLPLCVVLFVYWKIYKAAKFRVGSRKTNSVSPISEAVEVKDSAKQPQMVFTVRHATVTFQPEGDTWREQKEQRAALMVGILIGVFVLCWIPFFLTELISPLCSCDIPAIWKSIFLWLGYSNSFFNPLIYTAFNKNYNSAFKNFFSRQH
An asterisk follows results filed as active; nt = no result given.

Structure,Tat transport,MOR-DOR ag,AddAB inh,SUMO Mot1 rescue,HTR5A inv ctr,phage Ecoli inh,MOR-DOR inv ag,PfHsp90 set2,PKA-R2B activ,Ecoli viability,PKA-R1A act
O=C(COc1cccc(C(F)(F)F)c1)NNC(=O)Cn1c(=O)cnc2ccccc21,3,-1.4,-0.3,164,13,5.3,8,nt,-5,-2.4,-15
Cc1ccc2cc(CN(CCN(C)C)C(=S)Nc3ccccc3)c(=O)[nH]c2c1C,8,-3.7,2.6,2,3,2.8,18,nt,-10,1.3,-12
COc1ccc(/C=C2\SC(=S)N(CC(=O)N(C)C3CCS(=O)(=O)C3)C2=O)cc1 (stereo unspecified),-1,-1.1,1.2,-1,-12,-1.6,5,11,3,1.7,-11
CC(C)c1ccc(NS(=O)(=O)c2ccc3c(c2)NC(=O)CO3)cc1,6,5.9,4.2,nt,7,-0.2,-30,-30,2,-1.4,-5
CC(C)(C)SCCNS(=O)(=O)c1ccc(Cl)cc1,1,nt,1.0,21,nt,5.2,nt,-7,nt,0.4,nt
CCN(CC)c1ccc(/C=N/N2CCN(Cc3ccccc3)CC2)c(O)c1,7,0.8,2.3,160,-16,4.7,-5,-2,-5,0.5,1
CCOC(=O)N1CCC(N2CC34C=CC(O3)C(C(=O)Nc3ccc(F)cc3)C4C2=O)CC1 (stereo unspecified),1,-1.0,3.3,-21,-3,nt,5,-7,10,1.4,-14
CC12CCC(C(=O)NCCCN3CCOCC3)(OC1=O)C2(C)C (stereo unspecified),-8,-0.4,1.4,17,-1,3.6,2,-40,2,5.1,-2
COc1cc2c(cc1OC)C(C)N(C(=O)CCN1C(=O)C3C4C=CC(C4)C3C1=O)CC2 (stereo unspecified),2,-3.7,2.9,18,-32,-1.2,15,10,-6,-0.5,-12
COc1ccc(-c2nc3cc([N+](=O)[O-])ccc3o2)cc1,5,0.3,2.4,1,11,3.5,-2,-13,-1,0.8,-7
CCN(CC)c1c([N+](=O)[O-])ncn1C,-10,-3.1,2.2,371,-9,2.5,13,-3,6,-0.6,-10
O=C(Nc1nnc(C2CC2)s1)C1CCCO1 (stereo unspecified),6,-2.7,-1.4,7,4,2.3,13,16,-4,-2.9,-5
CC(=O)N1CCN(C(=O)c2cc(S(=O)(=O)N3CCN(c4ccccc4)CC3)ccc2Cl)CC1,5,-1.4,nt,nt,-10,2.3,9,nt,3,nt,-4
COc1ccccc1C1NC(=O)CS1 (stereo unspecified),-7,-2.2,1.4,360*,-2,2.1,9,5,-2,2.7,-7
CCNc1ccc(C(=O)OCC(=O)Nc2cc(C)on2)cc1[N+](=O)[O-],-2,-3.5,0.0,0,5,0.2,14,nt,-7,-0.9,-2
O=C(Cn1nnc(-c2cccs2)n1)N1CCOCC1,-8,-2.0,1.7,125,-11,1.8,9,nt,-2,-2.4,1
COc1ccc(N2CC(C(=O)N/N=C/c3ccc([N+](=O)[O-])cc3)CC2=O)cc1 (stereo unspecified),-1,1.0,0.5,4,6,3.3,-5,-7,-8,1.1,4
N#C/C(=C/c1ccc(OCc2ccccc2)cc1)C(=O)NC1CCCCC1,1,-2.2,2.9,20,2,1.7,12,-8,-4,3.9,-9
COc1ccc(CC(=O)N(c2ccccc2)c2nc(C)cs2)cc1,7,-1.0,1.6,44,-20,-1.3,6,-7,-13,-0.9,-8
COCCNc1nc(-n2nc(C)cc2C)nc2sc3c(c12)CCCC3,-3,-2.7,1.4,15,9,4.7,13,nt,2,1.6,0
CCOC(=O)C1(NC(=O)CN2C(=O)c3ccccc3C2=O)CCCC1,4,-1.0,nt,nt,12,4.4,5,5,-12,nt,-6
Cn1c(C(=O)N2CCCC(Nc3ccc(F)cc3)C2)cc2ccccc21 (stereo unspecified),-3,-2.3,1.4,-4,29,3.7,12,-18,0,-0.8,-10
Clc1cc(Br)ccc1OCCCNCc1ccccc1,11,3.9,5.7,-14,-28,0.8,-20,6,-3,1.9,6
CCn1cc(C(=O)N2CC(C)CC(C)C2)c(=O)c2cc(S(=O)(=O)N3CCCC3)ccc21 (stereo unspecified),2,-2.4,3.2,-1,-15,0.9,12,-12,-2,-0.1,2
COc1cc(C(=O)Nc2ccc(N3CCOCC3)cc2)ccc1OCc1c(C)noc1C,-5,-3.6,1.2,4,14,1.7,19,nt,6,0.4,-8
Clc1cc(Br)ccc1OCCOCCOc1cccc2cccnc12,12,2.6,1.4,0,-6,2.6,-11,7,-1,-0.7,6
O=C(OC1Cn2c(=O)ccc(=O)n2C1)c1ccc([N+](=O)[O-])cc1,0,-1.0,0.2,145,11,2.8,5,37,0,-0.4,-1
COc1ccc(C(=O)N2CCC(C(=O)NC3CC3)CC2)cc1,4,-2.7,1.7,8,-18,-0.5,17,6,5,0.1,-1
CN(C)CCOc1ccccc1-c1ccccc1,0,-0.8,-6.2,-9,3,2.1,5,nt,0,-7.3,0
O=C(COc1ccc(Br)cc1Br)NC(=O)NC1CCCC1,1,2.3,3.9,-18,-20,4.6,-13,-43,0,3.0,-6
Nc1nncn1C(=O)CCCOc1ccc(Cl)cc1Cl,13,2.8,-0.3,29,-14,2.9,-14,31,-4,-0.7,-1
Cc1ccc(NCC(=O)N/N=C/c2cccc(Oc3ccccc3)c2)cc1,10,2.3,1.4,15,-15,2.4,-12,-2,-6,-1.0,-14
Cc1ccccc1CNc1nnnn1C,4,-0.8,-8.4,-6,0,0.5,4,nt,-3,-1.6,0
CCN(CC)S(=O)(=O)c1ccc(NS(=O)(=O)c2ccc(F)cc2)cc1,2,-1.8,-1.3,-3,-13,0.4,10,-12,-2,-1.1,1
O=[N+]([O-])c1cccc(S(=O)(=O)Nc2cccc(-c3ccc(N4CCOCC4)nn3)c2)c1,12,1.6,3.5,-13,9,-1.5,-11,-11,-2,-0.6,3
O=c1cc(-c2ccccc2Cl)oc2cc(O)cc(O)c12,-10,5.0,0.9,94,4,4.1,-27,6,5,-0.3,2
O=C(CSc1nnc(Cn2nnc3ccccc32)o1)N(Cc1ccc(F)cc1)c1ccccc1,11,0.7,1.1,1,-6,0.8,-4,5,-7,-0.7,-6
Cc1nn(-c2ccc(Cl)c(Cl)c2)c(=O)c2ccccc12,8,-3.0,1.1,78,-1,-0.3,17,-33,3,1.6,0
C[C@@H]1CC[C@]2(O[C@@H](CCO)C[C@H](O)[C@H]2O)O1,-3,-2.9,3.1,-19,20,-0.6,16,-26,11,3.4,3
CCOc1ccccc1NC(=O)Nc1cc(S(=O)(=O)N(C)C)ccc1C,-8,-2.3,-0.6,-4,3,1.6,12,-1,4,-0.6,2
CN(C)N1C(N)=C(C#N)C(c2ccc(Br)cc2)C2=C1CCCC2=O (stereo unspecified),-9,-1.6,0.2,21,-1,1.1,9,8,-3,1.2,5
COc1ccc(-c2ccc3c(c2)c(-c2cccs2)c(-c2cc(OC)cc(OC)c2)n3C)cc1,2,-0.6,3.0,-1,-16,2.2,4,-3,-10,-0.1,3
O=C(O)CCC(=O)OCc1c(-c2ccccc2)ncc2ccccc12,3,-1.6,1.6,-3,-26,2.4,9,16,5,2.7,-16
CN(Cc1ccccc1)C(=O)c1ccc2c(c1)S(=O)(=O)N=C1CCCCCN12,2,-2.3,-1.6,-6,-3,0.1,12,nt,-2,-1.2,4
COC(=O)C1CCN(C(=O)COC(=O)c2cccc(NS(=O)(=O)c3ccccc3)c2)CC1,-1,1.0,-0.8,nt,-12,1.5,-7,15,-10,-2.6,-15
COc1cccc(-n2nnc3c(=O)n(Cc4ccccc4F)cnc32)c1,-4,-2.1,1.7,-10,12,3.5,11,22,8,1.3,9
CCN(CC)S(=O)(=O)c1ccc2c(c1)c(=O)c(C(=O)NCCc1ccccc1)cn2C,-5,-2.2,0.3,-1,6,1.8,10,-14,5,-1.3,2
Cc1cc(N)n(-c2ccc(S(=O)(=O)N3CCCC3)cc2[N+](=O)[O-])n1,0,-2.1,0.4,102,0,-0.5,11,9,-11,3.9,-4
CCCNC(=O)Cn1c(=O)/c(=C/c2ccc(-c3ccc([N+](=O)[O-])cc3)o2)s/c1=C\C(=O)C(C)(C)C,-2,2.3,nt,nt,8,2.6,-11,-2,-23,nt,0
O=C(CCN1C(=O)C2C3C=CC(C3)C2C1=O)Nc1ccccc1F (stereo unspecified),-1,0.1,2.8,-1,-7,1.2,-1,10,2,1.3,0
O=C(Cn1c(=O)[nH]c2ccccc2c1=O)N1CCN(c2cccc(Cl)c2)CC1,-4,-0.6,1.1,nt,-10,2.0,3,-12,8,0.2,7
Cc1cc(Nc2nc(Cl)c(Cl)cc2Cl)n(-c2ccccc2)n1,12,5.1,0.5,-4,-19,5.7,-27,-13,-12,0.8,8
CC(C)(C)c1ccc(S(=O)(=O)N2CCc3nc4ccccc4c(C(=O)O)c3C2)cc1,-7,-1.9,0.0,289,-4,5.0,9,20,2,-1.9,-10
O=C(Cn1nnc(-c2ccccc2-n2cnnn2)n1)N1CCCCC1,3,-1.7,3.2,105,-17,1.6,9,-2,-7,2.7,-7
COc1cc(C)c2c(c1OC)C(=O)CC2,6,-2.3,nt,nt,1,3.5,11,5,2,nt,7
Cc1csc(NC(=O)NC2(C(F)(F)F)Oc3ccccc3O2)n1,4,-0.3,6.0,23,-8,2.2,2,nt,-15,-0.2,-10
O=C(CN1CCc2ccccc2C1)N1CCN(S(=O)(=O)c2ccccc2)CC1,-7,-1.1,0.2,472,16,1.6,6,-22,2,-0.8,2
C[C@H](NC(=O)c1nc[nH]c1C(=O)N[C@@H](C)C(=O)OCc1ccccc1)C(=O)OCc1ccccc1,7,2.2,1.2,-15,-33,-0.5,-12,-17,-4,-0.6,-5
COc1ccc(NC(=O)c2ccc(-n3cnnn3)cc2)c([N+](=O)[O-])c1,-5,4.4,4.0,8,-1,1.4,-28,-17,-1,1.1,-6
O=C(c1cc([N+](=O)[O-])ccc1N1CCOCC1)N1CCOCC1,-2,3.9,4.0,4,6,4.1,-28,4,-2,-1.3,2
Cc1cc2cc(CN(CCN(C)C)C(=S)NCc3ccco3)c(=O)[nH]c2cc1C,-15,-0.1,0.3,7,2,5.0,1,-22,-8,-0.8,-1
CCC(=NCCc1ccc(OC)c(OC)c1)c1ccccc1O,-3,-0.2,0.2,13,-26,1.2,1,-18,7,-1.6,6
